ERp5 block – inhibitors of human ERp5; Q15084; ERp5 insulin aggregation, absorbance 650 nm, 90 min; inhibition, % at 9.99 µM; 350,000 compounds, 0.05% hits; AID 651711;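 active = mean replicate inhibition above about 25%, with every replicate also reaching it, limit read from the data, passing the limit was not always enough; inconclusive = only one of those two criteria met; inactive = neither criterion met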
Target sequence (Q15084 whole entry, looked up): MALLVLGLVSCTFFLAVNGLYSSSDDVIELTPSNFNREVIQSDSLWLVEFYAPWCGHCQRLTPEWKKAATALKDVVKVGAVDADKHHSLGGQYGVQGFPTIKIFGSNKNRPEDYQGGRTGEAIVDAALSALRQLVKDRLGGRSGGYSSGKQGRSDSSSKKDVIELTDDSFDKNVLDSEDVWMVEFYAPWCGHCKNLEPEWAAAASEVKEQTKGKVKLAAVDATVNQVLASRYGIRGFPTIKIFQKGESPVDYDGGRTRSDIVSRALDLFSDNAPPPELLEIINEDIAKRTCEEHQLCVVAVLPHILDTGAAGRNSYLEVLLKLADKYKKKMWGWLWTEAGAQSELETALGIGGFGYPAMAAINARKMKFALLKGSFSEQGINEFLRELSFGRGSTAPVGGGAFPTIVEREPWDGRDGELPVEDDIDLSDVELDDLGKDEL
E-selectin induc – induces E-selectin expression in human endothelial cells | AID 686992 | activation, % at 7.58 µM | 260,000 compounds, 0.37% hits | HUVEC E-selectin immunofluorescence imaging; normalized: neutral wells 0, TNF-alpha wells 100;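 active = mean E-selectin-positive cell signal at least 10% of the positive control, reached in at least 60% of replicates, without over 20% cell loss; inconclusive = no rule given, readout overlaps actives, possibly toxicity-flagged; inactive = the rest, including those meeting only one limit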;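 note: in these data hits start at about 27%; measured in HUVEC primary endothelial cells; signal is the percent of cells scored E-selectin positive by PE staining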
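Test system: HUVEC; input: 3,000 HUVEC/well; measured by: immunofluorescence imaging; read-out: % PE-positive cells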
SIRT5 block – inhibitors of human sirtuin-5 desuccinylase; inhibition, % at 15 µM; Q9NXA8; Purified SirT5, succinyl-peptide AMC, trypsin-coupled fluorescence; 330,000 compounds, 1.1% hits; in the data active = inhibition above about 15%; inconclusive = no clear call, values can overlap the other calls
Target sequence (Q9NXA8 whole entry, looked up): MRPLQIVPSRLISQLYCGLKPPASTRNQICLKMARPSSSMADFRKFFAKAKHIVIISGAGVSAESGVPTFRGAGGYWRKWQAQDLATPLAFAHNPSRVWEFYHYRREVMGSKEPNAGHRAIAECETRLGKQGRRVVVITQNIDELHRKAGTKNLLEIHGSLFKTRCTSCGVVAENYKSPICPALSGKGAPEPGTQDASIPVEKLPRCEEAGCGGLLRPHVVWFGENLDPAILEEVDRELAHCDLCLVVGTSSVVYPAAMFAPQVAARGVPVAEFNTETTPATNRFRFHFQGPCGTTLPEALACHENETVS
DENV2 CPE – inhibitors of DENV2 cytopathic effect; DENV2-infected cells, cytopathic effect rescue, plate reader; CPE inhibition, % at 9.99 µM; 350,000 compounds, 1.7% hits; AID 651640; in the data active = CPE inhibition above about 20%, passing the limit was not always enough; inconclusive = no clear call, values can overlap the other calls; tested in BHK-21 cells;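 note: 0% = median of neutral control wells and 100% = median of positive control wells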
C2C12 statin – suppressors of simvastatin-induced myotoxicity in C2C12 myotubes; AID 602340; 330,000 compounds, 0.78% hits; ATP luminescence, 48 h; scaled: DMSO 0, geranylgeraniol control 100; rescue of ATP level, % at 7.49 µM;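 active = mean ATP rescue above about 67%, or every replicate alone reaching that limit, limit read from the data, passing the limit was not always enough; inconclusive = no clear call, values can overlap the other calls; inactive = mean under the limit and some replicate under it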;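 note: myotubes were challenged with 10 µM simvastatin during compound exposure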
PglD inh – inhibitors of Campylobacter jejuni PglD acetyltransferase | 360,000 compounds, 0.098% hits | purified PglD enzyme, DTNB colorimetric CoA detection | inhibition, % at 12.5 µM | AID 602405; in the data active = inhibition above about 16%, passing the limit was not always enough; inconclusive = no clear call, values can overlap the other calls; note: strong numbers were not always called active
S100A4 inh HTS – blocks human S100A4 binding to myosin IIA peptide. S100A4/TAMRA-MyoIIA peptide fluorescence polarization. AID 652163. P26447. 360,000 compounds, 0.14% hits. inhibition, % at 10.7 µM;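 active = mean inhibition of at least 70% across replicates, with every replicate also reaching that level; inconclusive = mean inhibition reaches 70% but some replicates fall short; inactive = mean inhibition below 70%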
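Material: S100A4 monomer protein | Medium: HEPES pH 7.2 with CaCl2, KCl, NaCl, DTT, Triton | Reagent: Labelled myosin peptide probe, 5 nM | Doses: One dose per compound | Times: 5 min incubation before reading | Benchmarks: Neutral control DMSO, positive control TFP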
An asterisk follows results filed as active; ? = inconclusive; nt = no result given. The list is partial. The share of hits here may be higher or lower than overall.

SMILES,E-selectin induc,SIRT5 block,ERp5 block,PglD inh,C2C12 statin,S100A4 inh HTS,DENV2 CPE
CC(C)NC(=O)Nc1ccc2c(c1)C(=O)N([C@H](C)CO)C[C@@H](C)[C@H](CN(C)C(=O)Nc1ccc3c(c1)OCO3)OCCCC[C@@H](C)O2,nt,3,-2,-4,nt,5,1
COc1ccc(N2CCN(C(=O)CNC(=O)c3cccs3)CC2)cc1,-4.2,-2,-1,-1,nt,-4,-1
CC(C)(C)c1ccc(C(=O)NC(=S)NCC2CCCO2)cc1 (configuration not stated),nt,-5,2,nt,nt,-2,-3
O=C(NC[C@@H]1CC[C@@H]2[C@@H](CN2Cc2nccs2)O1)C1CCC1,nt,-7,-3,nt,nt,-2,-7
O=C(Nc1cccc([N+](=O)[O-])c1)Nc1ccc2c(c1)OCCO2,1.5,-1,9,nt,nt,3,1
CCCC(=O)Nc1ccc2c(c1)OC[C@@H](C)N(C(=O)c1ccccn1)C[C@H](C)[C@@H](OC)CN(C)C2=O,0.6,-2,4,1,-3,7,5
C/C(=N\NC(=O)c1ccn(C)n1)c1cccc(NC(=O)c2ccc(C)s2)c1,-0.9,2,4,2,nt,2,?
Cc1cc(C)cc(Cn2cc(CN3CC(N4CCN(Cc5ccccc5F)CC4)CS3(=O)=O)nn2)c1 (configuration not stated),0.0,-2,2,nt,nt,-2,-5
CCOC(=O)c1c(N)sc(C(=O)OC)c1C,0.0,1,6,nt,nt,9,5
NC(=O)c1ccc(Nc2nnc(-c3ccc(O)cc3)c3ccccc23)cc1,4.8,-4,1,nt,nt,-5,nt
C[C@H]1CN([C@@H](C)CO)S(=O)(=O)c2ccc(C3=CCCC3)cc2O[C@H]1CN(C)C(=O)CN(C)C,-0.5,2,-6,-1,13,-5,-11
CC(C)(C)c1ccc(C(=O)NCCc2ccccc2)cc1,0.6,1,0,-1,-20,-6,0
C[C@H](CO)N1C[C@H](C)[C@@H](CN(C)C(=O)NC2CCCCC2)Oc2ccc(NC(=O)NC3CCCCC3)cc2CC1=O,0.8,-1,-4,-5,-27,0,9
CC(C)C(=O)Nc1cc(C(F)(F)F)ccc1N1CCOCC1,nt,2,-5,2,2,-4,-9
COC(=O)CCC(=O)Nc1ccc(S(=O)(=O)Nc2cc(OC)nc(OC)n2)cc1,-0.2,-2,0,3,-5,2,7
O=C(CCNC(=O)c1ccccc1Cl)NCC1CCCO1 (configuration not stated),1.3,-4,-1,-3,-2,-5,-6
Cc1coc2c(C)c3oc(=O)c(CCC(=O)N(C)CC(=O)O)c(C)c3cc12,0.1,-2,-1,4,21,-1,-2
CCN1C(=O)c2ccccc2S(=O)(=O)c2ccc(C(=O)N3CCOCC3)cc21,1.2,nt,0,-1,-6,0,-3
COc1ccc(CNC(=O)CCCN2C(=O)NC3(CCCC3)C2=O)cc1,nt,-6,13,5,4,-5,-4
CC(C)NC(=O)Nc1ccc2c(c1)C(=O)N([C@@H](C)CO)C[C@H](C)[C@H](CN(C)S(=O)(=O)c1ccc(Cl)cc1)O2,-0.1,1,8,-5,-11,-2,7
Nc1c2c(=O)[nH]c(O)cc2nn1-c1ccccc1,1.1,-1,5,3,3,-2,-6
O=C(CN(Cc1ccco1)C(=O)c1ccc(F)cc1F)Nc1ccccc1C(F)(F)F,-0.5,0,8,1,5,-4,9
C[C@@H]1CN([C@H](C)CO)C(=O)c2cc(NC(=O)Nc3ccc(C(F)(F)F)cc3)ccc2O[C@H]1CN(C)C,0.0,-1,1,7,7,1,11
O=C(Cn1ccc2cc(S(=O)(=O)N3CCCC3)ccc21)NCCc1ccccc1,0.9,-7,2,3,4,-4,1
CCOc1ccc(NC(=O)c2ccc(S(=O)(=O)N3CCOCC3)cc2)cc1,nt,-5,2,3,-12,20,-4
N#C[C@@H]1[C@H](c2ccc(C3=CCCC3)cc2)[C@H](CO)N1C(=O)NC1CCCCC1,-0.3,0,-1,nt,nt,-3,9
COc1ccc(NC(=O)c2ccc3nc[nH]c3c2)cc1,0.1,11,-1,5,16,22,-1
CN1CCN(CC(O)Cn2c3ccccc3c3ccccc32)CC1 (configuration not stated),-0.1,2,4,-1,-2,-3,1
Cc1ccc(-c2nn(-c3ccccc3)cc2/C=N/NC(=O)c2ccncc2)o1,nt,-1,1,nt,nt,2,2
O=C1c2ccccc2C(c2nnnn2-c2ccc3c(c2)OCCO3)N1CCCN1CCOCC1 (configuration not stated),-1.9,1,-2,nt,nt,-2,6
COc1cccc(NC(=O)COc2cccnc2[N+](=O)[O-])c1,0.2,0,-9,10,4,0,6
O=C(COC(=O)c1ccc(Br)cc1)NCCC1=CCCCC1,nt,7,-6,nt,-3,-1,1
O=C(Nc1ccccc1-c1ccccc1)c1ccccc1,nt,-2,-3,-8,-5,-6,-6
Nc1c(C(=O)Nc2ccc(Cl)cc2)sc2nc(N3CCOCC3)c3c(c12)CCCC3,nt,-2,1,4,-11,2,0
COc1ccc(C(=O)Nc2nc3ccccc3[nH]2)cc1,-7.4,-3,0,-4,-68,2,5
O=S(=O)(Cc1nnnn1-c1ccccc1)c1ccc(Cl)cc1,0.3,-1,-1,4,6,-5,0
O=C(Nc1nnc([C@@H]2O[C@H](CO)[C@@H](O)[C@H]2O)s1)Nc1ccccc1C(F)(F)F,nt,-3,-9,-4,-4,0,14
O=C(NC(=S)NC1CCCc2ccccc21)c1ccco1 (configuration not stated),-2.0,9,-1,nt,nt,3,5
Cc1noc(C)c1NC(=O)N(C)C[C@H]1OCCCC[C@H](C)Oc2ccc(NS(=O)(=O)c3c(C)noc3C)cc2C(=O)N([C@H](C)CO)C[C@@H]1C,-0.1,-1,-3,-1,-4,0,34*
CCOC(=O)N(C)c1c(CC)nc2c(OCC(=O)C(C)(C)C)cccn12,1.1,-2,-6,2,-4,1,8
O=C(C[C@H]1CC[C@@H]2[C@H](COC[C@H](O)CN2C(=O)Nc2ccc(Cl)c(Cl)c2)O1)NCc1ccc(F)cc1,0.4,-1,-2,-3,-30,-13,2
O=C(N/N=C/c1ccc(-c2ccc([N+](=O)[O-])cc2)o1)C(O)c1ccccc1 (configuration not stated),nt,-2,2,nt,nt,3,-3
C(=N\Nc1ccccn1)/c1cccnc1,nt,2,3,-3,20,0,-3
C[C@H](CO)N1C[C@H](C)[C@H](CN(C)C(=O)Nc2cccc3ccccc23)OCCCC[C@H](C)Oc2ccc(NC(=O)CCC(F)(F)F)cc2C1=O,-0.1,nt,nt,-2,nt,nt,-8
O=C(NCc1ccc(C(F)(F)F)cc1)C1CC(c2cccc(F)c2)=NO1 (configuration not stated),-0.4,-2,4,-6,-11,1,-7
COc1ccc(C(=O)Nc2ccc(O)c3ccccc23)cc1,0.8,3,-9,2,-7,-3,0
Cc1ccc2c(CN(C)Cc3cccc(Cl)c3)cc(=O)oc2c1C,0.0,-1,-2,-6,-7,1,0
O=C(N/N=C/c1ccc(F)cc1)c1cc[n+]([O-])cc1,-0.1,-2,-2,-6,0,2,8
C/C=C/c1ccc([C@H]2[C@H]3CN(Cc4ccc(F)cc4)CC(=O)N3[C@H]2CO)cc1,-0.1,-1,7,nt,nt,-1,5
O=C(CCC(=O)Nc1ccc(Br)cc1)N/N=C/c1ccccc1F,0.3,-7,1,2,21,-13,-4

Continued.
SMILES,E-selectin induc,SIRT5 block,ERp5 block,PglD inh,C2C12 statin,S100A4 inh HTS,DENV2 CPE
COc1ccc2c3c([nH]c2c1)[C@@H](CO)N(C(=O)Nc1ccc(F)cc1)CC31CN(S(=O)(=O)c2cccc(F)c2)C1,-0.5,2,3,nt,nt,10,-7
CC(C)NC(=O)Nc1ccc2c(c1)C(=O)N([C@@H](C)CO)C[C@H](C)[C@H](CN(C)Cc1ccc(Cl)c(Cl)c1)OCCCC[C@@H](C)O2,nt,2,3,-1,nt,9,-2
COc1cccc(Oc2ccc(S(=O)(=O)N3CCOCC3)cc2[N+](=O)[O-])c1,-0.3,-1,-1,1,1,-3,-12
COC(=O)c1c(C)oc(C)c1S(=O)(=O)NCc1ccc(Cl)cc1Cl,-0.8,-5,1,-1,5,3,-3
NC(=O)c1ccc(NC(=O)CCC(=O)c2cccs2)cc1,nt,2,6,-4,1,-4,-1
COc1cccc(CNC(=O)C[C@@H]2CC[C@@H](NC(=O)C3CCC3)[C@@H](CO)O2)c1,-1.5,-1,4,9,-7,-1,1
CCCNC(=O)C(Cc1ccccc1)NS(=O)(=O)c1ccc2c(c1)c(=O)n(C)c(=O)n2C (configuration not stated),-0.4,-1,5,-2,22,11,-2

Compound activity from PubChem BioAssay.
